# Bioassay records from PubChem BioAssay.
# CASP6 VEID inh = blocks human caspase-6 cleavage activity | P55212 | purified caspase-6, Z-VEID-R110 cleavage fluorescence | inhibition, % at 12.5 µM | 350,000 compounds, 0.53% hits;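 active = mean inhibition across replicates at least about 35%, with every replicate also reaching that limit, limit read from the data; inconclusive = only one of the two criteria met; inactive = neither criterion met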;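 note: 0% = median of neutral control wells and 100% = no fluorescence left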
# Target sequence (P55212 24-179 limits assumed): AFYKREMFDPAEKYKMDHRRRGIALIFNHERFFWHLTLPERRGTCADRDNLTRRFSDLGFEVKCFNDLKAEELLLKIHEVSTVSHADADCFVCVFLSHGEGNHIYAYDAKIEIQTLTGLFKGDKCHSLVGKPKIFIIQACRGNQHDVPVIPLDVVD
# Target sequence (P55212 194-293 limits assumed): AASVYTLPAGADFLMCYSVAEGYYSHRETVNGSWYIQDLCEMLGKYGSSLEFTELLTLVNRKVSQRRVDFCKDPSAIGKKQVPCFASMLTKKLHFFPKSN
# miR122 inh = miR-122 inhibition in Huh7 cells. Huh7 miR-122 Renilla luciferase sensor, 48 h; neutral wells = 0, positive control = 100. activation (reporter increase), % at 12.5 µM. 340,000 compounds, 0.3% hits. AID 602342;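 active = mean replicate activation score at least 90 and every replicate individually at or above 90; inconclusive = only one of the two criteria met; inactive = neither criterion met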;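 note: higher luciferase means less miR-122 activity so hits act as miR-122 inhibitors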
# SIRT5 block = sirtuin-5 (human) deacylase inhibition; Q9NXA8; Purified SirT5, succinyl-peptide AMC, trypsin-coupled fluorescence; inhibition, % at 15 µM; 330,000 compounds, 1.1% hits; AID 652115; in the data active = inhibition above about 15%; inconclusive = no clear call, values can overlap the other calls
# Target sequence (Q9NXA8 whole entry, looked up): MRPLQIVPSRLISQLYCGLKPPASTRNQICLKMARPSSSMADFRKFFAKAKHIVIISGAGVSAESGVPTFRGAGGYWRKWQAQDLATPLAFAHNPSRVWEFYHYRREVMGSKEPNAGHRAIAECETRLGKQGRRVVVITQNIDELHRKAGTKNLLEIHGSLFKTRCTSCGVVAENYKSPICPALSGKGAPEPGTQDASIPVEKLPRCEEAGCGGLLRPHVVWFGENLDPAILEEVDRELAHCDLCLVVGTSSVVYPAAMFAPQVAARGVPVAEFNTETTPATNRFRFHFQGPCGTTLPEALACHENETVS
# F508del corr = correctors of CFTR F508del function in bronchial epithelial cells; CFBE cells, YFP halide quenching; stimulated with forskolin plus potentiator P3; % fluorescence drop versus neutral controls; activity (quench increase), % at 7.58 µM; 350,000 compounds, 0.36% hits;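 active = mean added fluorescence quench of at least 8% versus neutral control, with both replicates also reaching 8%; inconclusive = only one of the mean or replicate conditions met; inactive = mean below 8% and not both replicates reaching 8%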;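 note: cells transiently co-express mutant CFTR-F508del with the halide-sensitive YFP; corrector assay measuring rescue of mutant channel to the surface after 24 h compound exposure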
# DENV2 CPE = inhibitors of DENV2 cytopathic effect | DENV2-infected cells, cytopathic effect rescue, plate reader | CPE inhibition, % at 9.99 µM | 350,000 compounds, 1.7% hits; in the data active = CPE inhibition above about 20%, passing the limit was not always enough; inconclusive = no clear call, values can overlap the other calls; tested in BHK-21 cells;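 note: 0% = median of neutral control wells and 100% = median of positive control wells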
# ERAP1 HTS inh = blocks human ERAP1 aminopeptidase activity | AID 652197 | 340,000 compounds, 0.15% hits | inhibition, % at 10.7 µM | recombinant ERAP1, Leu-AMC fluorescence, 60 min;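 active = mean replicate inhibition of at least 30%, or all replicates individually reaching that 30% level; inactive = mean below 30% and not every replicate reaching it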;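 note: 0% = neutral control wells and 100% = L-leucinethiol positive control wells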
# ERp5 inh = blocks human ERp5 reductase activity on insulin. 350,000 compounds, 0.05% hits. Q15084. ERp5 insulin aggregation, absorbance 650 nm, 90 min. inhibition, % at 9.99 µM;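 active = mean replicate inhibition above about 25%, with every replicate also reaching it, limit read from the data, passing the limit was not always enough; inconclusive = only one of those two criteria met; inactive = neither criterion met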
# Target sequence (Q15084 whole entry, looked up): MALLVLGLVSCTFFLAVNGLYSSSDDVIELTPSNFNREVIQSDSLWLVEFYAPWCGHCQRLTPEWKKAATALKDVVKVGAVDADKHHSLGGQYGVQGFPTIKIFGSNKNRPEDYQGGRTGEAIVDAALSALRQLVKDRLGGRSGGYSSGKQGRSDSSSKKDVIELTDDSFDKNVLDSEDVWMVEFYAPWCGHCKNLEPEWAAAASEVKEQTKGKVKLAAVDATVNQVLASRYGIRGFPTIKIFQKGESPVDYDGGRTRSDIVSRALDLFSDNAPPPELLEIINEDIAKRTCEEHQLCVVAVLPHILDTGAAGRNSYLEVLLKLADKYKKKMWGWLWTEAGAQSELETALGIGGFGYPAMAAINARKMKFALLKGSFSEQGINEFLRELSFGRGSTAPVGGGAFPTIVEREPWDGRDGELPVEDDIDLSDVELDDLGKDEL
# Starred values were filed as active, the others as inactive; ? = inconclusive; . = not tested or not shown; & = joins results of further samples; [ ] = dose if it differs, or a comment. Rows are unselected. Share with any hit: about 4%.
SMILES,CASP6 VEID inh,miR122 inh,SIRT5 block,F508del corr,DENV2 CPE,ERAP1 HTS inh,ERp5 inh
COCC(=O)N1CC2(C1)CN(C(=O)COC)[C@H](CO)c1c2c2ccc(OC)cc2n1C,-1,.,-6,-0.7,-4,2,0
O=C(CCOc1ccccc1)N1CCN(c2ccc(O)cc2)CC1,2,-14,0,2.2,?,6,2
O=C(C1CCOCC1)N1CC(=O)N2[C@H](CO)[C@@H](c3ccc(C4=CCCC4)cc3)[C@H]2C1,-2,.,-3,1.0,?,2,7
O=C(N/N=C/c1sc(=O)n(-c2ccccc2)c1Cl)c1ccccc1,4,.,1,0.1,.,3,-6
CCN(CC(=O)Nc1ccc(NC(C)=O)cc1)C(=O)C1CCN(C(=O)c2ccccc2C)CC1,-3,-4,1,5.0,3,0,2
O=C(Cn1c2ccc(F)cc2c2nc3n(c(=O)c21)CCS3)Nc1ccc(Cl)cc1F,4,0,0,2.0,3,5,0
COc1cc2oc(-c3ccc(O)cc3)cc(=O)c2c(O)c1OC,4,-10,.,0.6,1,0,-2
COc1cc(CNc2nnnn2C)ccc1OCc1c(F)cccc1Cl,-2,4,-1,-1.4,3,.,-7
CCCSc1ccc([C@H]2N[C@@](Cc3ccccc3)(C(=O)OC)[C@H]3C(=O)N(CC)C(=O)[C@@H]23)cc1,2,.,-3,4.0,?,-2,-4
CN(C)CCCCCNCCCNC(=O)/C=N\O,-197,-7,0,-3.3,.,-2,-5
O=C(COC(=O)/C=C/c1ccc(F)cc1)NCc1cccs1,1,.,-4,-9.7,8,2,-9
Cn1nc(C(=O)OCC(=O)Nc2ccccc2OC(F)F)c2ccccc2c1=O,-3,-12,-2,-0.2,-4,-4,18
O=C(CCN1CCCCC1)NCC[C@H]1CC[C@H](NS(=O)(=O)c2cccc(F)c2)[C@H](CO)O1,-1,.,3,-0.2,0,-1,6
COc1ccc(CNC(=O)c2cc(-c3cc(C)ccc3O)n[nH]2)cc1,0,5,-3,1.9,12,4,0
Nc1ncnc2c1ncn2[C@@H]1O[C@H](COS(=O)(=O)O)[C@@H](O)[C@H]1O,3,0,-3,-2.6,8,1,-4

# Not a retest: an excerpt of the list.
SMILES,CASP6 VEID inh,miR122 inh,SIRT5 block,F508del corr,DENV2 CPE,ERAP1 HTS inh,ERp5 inh
O=C(N/N=C/c1sc(=O)n(-c2ccccc2)c1Cl)c1ccccc1,4,.,1,0.1,.,3,-6
CCN(CC(=O)Nc1ccc(NC(C)=O)cc1)C(=O)C1CCN(C(=O)c2ccccc2C)CC1,-3,-4,1,5.0,3,0,2
O=C(Cn1c2ccc(F)cc2c2nc3n(c(=O)c21)CCS3)Nc1ccc(Cl)cc1F,4,0,0,2.0,3,5,0

# Remaining list, next part.
SMILES,CASP6 VEID inh,miR122 inh,SIRT5 block,F508del corr,DENV2 CPE,ERAP1 HTS inh,ERp5 inh
C/C=C/C=C/C(=O)O,-1,1,.,-0.7,19,6,-1
O=C(COC(=O)c1cnccn1)c1ccc([N+](=O)[O-])cc1,-3,-5,2,-0.7,-4,0,-1
COC(=O)CSc1nn(-c2ccc(F)cc2)c(=S)s1,-3,.,-5,-2.8,.,-4,1
Cc1nc2ccccc2c2oc(C(=O)NCCCN3CCCC(C)C3)cc12 (stereo not drawn),-15,-4,2,-0.9,12,-1,8
O=C(CSc1ccccc1)NNC(=O)c1ccncc1,0,-4,-3,1.3,10,-3,0
Cc1cccc(CSc2nnc3c(n2)[nH]c2ccccc23)c1,1,.,-2,0.9,3,-2,-6
Cc1ccc(S(=O)(=O)NCCC(=O)Nc2cccc(S(=O)(=O)N3CCCC3)c2)cc1C,-1,1,.,1.5,?,0,5
Cn1c(=O)c(C#N)c(-c2ccccc2)n2cnnc12,2,-5,-12,-1.2,0,-4,-5
O=C(CC1CC1)N1CC[C@@H]2[C@H](CO)Nc3ccc(-c4ccccc4)cc3[C@@H]21,6,4[16.7 µM],0,-2.9,?,0,6
COc1ccc(/C(C)=N/NC(=O)CNC(=O)c2ccco2)c(OC)c1,-4,8,0,1.8,1,-6,-1
C[C@@H]1CN([C@H](C)CO)C(=O)CCCn2nncc2CO[C@H]1CN(C)S(=O)(=O)c1cn(C)cn1,2&0,-2,-4&1,0.5&-1.1,16&17,-3&-2,7&-6
CCCN(CCC)CCNC(=S)Nc1ccc2nc3n(c(=O)c2c1)CCCCC3,-6,.,-5,1.8,11,2,1
O=C(CN1CCCC1)Nc1sc2c(c1C(=O)Nc1ccccc1)CCCC2,-1,-2,-4,1.5,-1,1,6
COC(=O)[C@H](Cc1ccc(O)cc1)NC(=O)Cn1cnc(C(=O)Nc2ccc(C)c(C)c2)n1,1,0,-2,2.5,14,-1,8
COc1cccc(C(C)(O)c2nc(-c3cccc(NC(C)=O)c3)cs2)c1 (stereo not drawn),1,0,.,0.5,6,0,7
O=C(NCc1ccc2c(c1)OCO2)C12CN(Cc3ccccc3)CC1C(c1cccc([N+](=O)[O-])c1)=NO2 (stereo not drawn),1,5,7,0.5,-4,-3,5
Cc1ccc(NC(=O)CSc2nc3c(c(=O)n(C)c(=O)n3C)n2C)cc1,-1,0,-3,1.8,4,-1,3
Cn1c(=O)c2c(nc3n2CC(O)CN3c2ccccc2)n(C)c1=O (stereo not drawn),1,.,-2,0.4,-2,2,-3
Cc1ccc(CNS(=O)(=O)c2c(C)[nH]c(C)c2C(=O)N2CCCCC2)cc1,1,6,-2,-1.7,?,0,-1
Cc1ccc(S(=O)(=O)N2CCCCC2)cc1C(=O)NCCN1CCOCC1,0,-7,-1,1.7,?,5,-1
NC(=O)c1c(N)[nH]c(C(=O)c2ccccc2)c1-c1ccncc1,-4,.,-5,1.8,-2,.,-4
COc1cccc(S(=O)(=O)N[C@@H]2C=C[C@H](CC(=O)NCc3ccccc3)O[C@@H]2CO)c1,2,.,1,-1.2,-6,1,-1
COc1ccc(CC(=O)N2CCC3(CC2)NCCc2[nH]cnc23)cc1,-2,-6,-3,4.5,-4,0,-2
CO[C@@H]1CN(C)C(=O)c2ccc(NC(=O)c3ccccc3)cc2OC[C@@H](C)NC[C@H]1C,-3,.,.,-2.8,4,0,5
COc1cc2c3c([nH]c2cc1F)C(=O)NCC3,-3,.,-16,1.4,1,1,2
O=C(COC(=O)/C=C/c1cccc(Cl)c1)Nc1c(F)cccc1F,-4,7,.,1.5,-8,4,4
CCOc1ccc(CCNC(=O)c2[nH]c(C)c(C(C)=O)c2C)cc1OCC,-1,.,3,.,-2,-1,-1
Cc1cc(N/N=C/c2ccco2)c2ccccc2n1,6,.,-5,1.2,.,1,0
CCCNC(=O)[C@H]1[C@H](CO)[C@H]2Cn3c(ccc(C4=CCCC4)c3=O)[C@@H]1N2C(=O)C1CC1,-2,3[16.7 µM],-4,0.1,-6,1,-8
Cc1ccc2c(c1)C1CN(C)CCC1N2Sc1ccccc1[N+](=O)[O-] (stereo not drawn),-2,4,-6,-1.3,3,7,?
CCN(C(=O)COC(=O)COc1ccc2c(C)cc(=O)oc2c1)C1CCS(=O)(=O)C1 (stereo not drawn),-3,.,.,-3.3,18,5,-1
Cc1ccc(-c2csc(NC(=O)CN3CC(C)OC(C)C3)n2)cc1 (stereo not drawn),0,.,-3,3.0,-3,-3,2
C[C@@H]1ON(C)[C@H]2C[C@H]3c4[nH]c5ccc(-c6ccc7c(c6)OCO7)cc5c4CCN3C(=O)[C@@H]12,0,-4,-3,-0.7,-8,1,0
COc1ccc(CNc2nc(NCc3ccc(OC)cc3)n(C(=O)c3ccccc3[N+](=O)[O-])n2)cc1,-2,-6,0,.,1,-2,3
CCC1(c2ccccc2)NC(=O)N(CC(=O)Nc2ccc(Cl)c(S(=O)(=O)N3CCCCC3)c2)C1=O (stereo not drawn),5,.,1,2.9,-1,-8,-1
O=C(CCCN1C(=O)/C(=C\c2cccs2)SC1=S)Nc1ccc(C(=O)O)cc1,1,-1,-2,2.8,7,2,0
CC(CN1CCCCC1)OC(=O)c1ccco1 (stereo not drawn),0,3,1,1.2,19,-4,1
CC(C)CCNC(=O)c1ccc(-n2cnc3cccnc32)cc1,-5,-3,-3,-0.6,-6,4,2
COc1ccc(CN2C(=O)c3cccnc3C2=O)cc1S(=O)(=O)N(C)c1cccc(C)c1,-1,-4,0,-0.6,-1,0,4
Cc1ccc(C(=O)COC(=O)CCN2C(=O)C3C4CCC(C4)C3C2=O)cc1C (stereo not drawn),1,6,-2,0.0,15,0,4
COc1cc(OC)cc(N(C(=O)c2ccco2)C(C(=O)NC2CCCC2)c2ccc(N3CCOCC3)cc2)c1 (stereo not drawn),-1,-4,0,2.0,5,1,7
COc1ccc(NC(=O)Nc2ccc3c(c2)C(=O)N([C@H](C)CO)C[C@H](C)[C@H](CN(C)Cc2ccncc2)O3)cc1,2,-6[16.7 µM],10,-1.3,4,1,0
CC[C@]12c3[nH]c4ccc(OC)cc4c3CCN1C(=O)C(CC(=O)NCCCOC)C[C@@H]2C(=O)N1CCN(C(=O)C2CC2)CC1 (stereo partly drawn),0,-3,-4,-4.9,-8,1,-3
COc1ccccc1C(=O)NCCn1cc(SCC(=O)NCC2CCCO2)c2ccccc21 (stereo not drawn),1,-3,0,0.5,-5,-1,6
CCS(=O)(=O)c1ccc(-c2cccc(NC(=O)c3ccc(Br)o3)c2)nn1,3,4,1,0.5,-8,-1,0
O=C1C2CC=CCC2C(=O)N1c1ccc(NCCc2ccc(O)cc2)c([N+](=O)[O-])c1 (stereo not drawn),-2,.,3,0.8,-1,0,-7
CC(=O)Nc1ccc(Oc2ccc(NC(C)=O)c(NC(C)=O)c2)cc1,.,-6,5,-2.4,-1,-1,1
CCOc1ccc(CCNC(=O)c2ccc(C)c(S(=O)(=O)N3CCOCC3)c2)cc1OCC,-1,.,0,2.8,?,1,3
COCc1cc(N2CCN(C(=O)OC(C)(C)C)C[C@H]2C)ccc1N1C[C@@H](C)O[C@@H](C)C1,-1,.,2,-2.5,9,2,-3
CCN(CC)C(=O)c1nc(-c2cccc3ccccc23)no1,1,2,10,7.0,4,1,-2
CO[C@H]1CN(C)C(=O)c2cc(NS(=O)(=O)c3ccccc3)ccc2OC[C@@H](C)N(Cc2ccccn2)C[C@@H]1C,2&4,-1[16.7 µM],-1&-3,-2.5&1.3,16&2,-1,-2&0
C[C@@H]1CN([C@H](C)CO)C(=O)Cc2cc(NC(=O)Nc3ccc(C(F)(F)F)cc3)ccc2O[C@H]1CN(C)Cc1ccc(C(F)(F)F)cc1,-1,-3[16.7 µM],1,1.8,6,1,5
COc1ccccc1-c1ccccc1C1=CC(=O)CC(C)(C)C1=O,0,-5,1,0.6,19,.,4
CCN1CCCC(OC(=O)c2cc(-c3ccccc3Cl)nc3ccccc23)C1 (stereo not drawn),-2,.,-3,12*,2,-1,3
COc1ccc(CC(=O)NCC(=O)N/N=C/c2cc(Br)ccc2OC)cc1,-2,1,0,1.1,3,.,-1
C[C@H]1CCCCO[C@H](CN(C)Cc2ccccc2)[C@@H](C)CN([C@@H](C)CO)C(=O)c2cc(NC(=O)Nc3ccc(C(F)(F)F)cc3)ccc2O1,0,-30[16.7 µM],-1,3.1,39*,-2,-4
C[C@@H]1CN([C@@H](C)CO)C(=O)c2cc(NC(=O)C3CCCCC3)ccc2O[C@@H](C)CCCCO[C@H]1CN(C)C(=O)c1ccccc1,0,-9[16.7 µM],-3,-2.6,6,1,-2
Cc1cccc(C)c1OCc1nnc(SCC(=O)Nc2ccc(N3CCOCC3)cc2)o1,-3,-6,-1,-4.0,-1,1,-1
O=C(c1ccc(Nc2cccc(C(F)(F)F)c2)nc1)N1CCCC1,-39,.,3,.,.,0,4
O=C(c1sccc1-c1ccccc1)N1CCN(S(=O)(=O)c2ccccc2)CC1,0,-5,1,-0.9,-3,-3,5
C[C@H]1CCCCO[C@H](CN(C)CC2CCCCC2)[C@@H](C)CN([C@@H](C)CO)C(=O)c2cc(NC(=O)Nc3ccc(F)cc3)ccc2O1,1,-18[16.7 µM],-8,-2.3,-2,1,6
CCN1CCN(C(=O)c2ccc(CS(=O)Cc3ccc(C)cc3)o2)CC1 (stereo not drawn),-4,1,-1,-0.9,7,-6,0
